D2 agonist – activates the human D2 dopamine receptor; HEK293 T-REx D2 cells, calcium flux agonist mode; P14416; activation, % at 2 µM; 340,000 tested, 0.53% active;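 active = activation over 3 SD above normal in the single-dose calcium agonist read, cut at about 30% in these data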; also: 0% is about no effect
Target sequence (P14416 whole entry, looked up): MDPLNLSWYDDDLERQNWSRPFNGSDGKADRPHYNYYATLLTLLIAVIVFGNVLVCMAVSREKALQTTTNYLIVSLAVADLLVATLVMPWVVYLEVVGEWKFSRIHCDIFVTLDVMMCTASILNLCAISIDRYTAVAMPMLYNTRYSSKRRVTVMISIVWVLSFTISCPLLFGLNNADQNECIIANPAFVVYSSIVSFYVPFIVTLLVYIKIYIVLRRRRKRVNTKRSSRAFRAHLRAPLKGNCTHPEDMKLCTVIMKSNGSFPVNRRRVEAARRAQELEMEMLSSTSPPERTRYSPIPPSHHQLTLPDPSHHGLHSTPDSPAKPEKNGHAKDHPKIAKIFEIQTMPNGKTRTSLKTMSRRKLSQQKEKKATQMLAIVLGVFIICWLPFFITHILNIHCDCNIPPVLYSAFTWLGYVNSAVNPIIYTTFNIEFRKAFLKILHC
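HEK293 Trex D2 cells, tetracycline-induced, o/n 30 C 5% CO2; no-wash Ca dye, RT 30–90 min; 10-cycle baseline, 23 nl cpd added, kinetic Ca read 180 s; agonist hits = positive Ca response.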
RGS4 inh – blocks human RGS4-accelerated GTP hydrolysis. 390,000 tested, 0.039% active. Transcreener GDP fluorescence polarization, RGS4-accelerated GTP hydrolysis. P49798. Potency, µM (series often up to 114 µM), for the others: top-dose activity change, negative = inhibition, usual class: inhibitors. AID 504845; also: potency is read from the fitted curve at half-maximal effect; % is scaled to controls: 0 for no effect and ±100 for the full control effect; nearly all actives have a fitted effect of over 75% in size; some results filed as inactive show a strong effect at the top dose
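MLSMR compounds (23 nl, pin-transferred) preincubated 10 min at room temperature with a 500nM (2x) first reagent, then RGS4 at 900nM (2x) plus Transcreener GDP mix added; fluorescence polarization (620/688 nm) read before and after 90 min at 30 °C.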
Vif-APOBEC3F blk – blocks the Vif interaction with APOBEC3F. HeLa A3F-eYFP + Vif (tagged APOBEC3F with the HIV-1 protein that degrades it), YFP fluorescence increase. Potency, µM (doses to about 46.1 µM), for the others: at the highest dose activity, negative = active. 390,000 tested, 0.2% active; also: potency is read from the fitted curve at half-maximal effect; % of control where 0% means no effect; nearly all actives have a fitted effect of over 65% in size
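HeLa cells stably expressing Vif plus C-terminally eYFP-tagged A3F were seeded, incubated overnight at 37 deg C, dosed with compound, incubated overnight again at 37 deg C. Yellow fluorescence (Ex 488/Em 500-530) reported blocked Vif-mediated A3F-eYFP degradation.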
ERG-DNA inh – ERG Ets/DNA interaction inhibition. 370,000 tested, 0.028% active. fluorescence polarization, His-ERG Ets domain / labelled DNA. Potency, µM (highest dose often 76.9 µM), for inactives: at the highest dose FP activity, negative = inhibition, usual class: inhibitors. AID 624246. P11308; active = well fitted inhibition curve with a large enough effect in the polarisation, with a control signal flat; inconclusive = small, poorly fitted or top-dose-only effect, or effect the other way, or a change in a side signal; inactive = no such curve, though single readings can be large or run the other way; the % refers to the polarisation;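 also: polarization taken with two DNA probes labelled with fluorescein and Texas red; potency is read from the fitted curve at half-maximal effect; % of control where 0% means no effect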
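His-tagged ERG Ets domain (1 uM in the protein solution; 300mM KCl, 50mM Tris-HCl, 1mM EDTA, 1mM DTT, pH 7.5) received compound, then a probe mix of 5 nM fluorescein-DNA and 100nM Texas-615-DNA. Fluorescence polarization was read for both dyes.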
Vif-APOBEC3G blk – inhibitors of Vif-APOBEC3G interaction; Q9HC16; HeLa A3G-eYFP + Vif (tagged APOBEC3G with the HIV-1 protein that degrades it), YFP fluorescence, overnight; Potency, µM (top dose mostly 46.1 µM), for inactives: at the top dose activity, negative = active, hits mostly inhibitors; 410,000 tested, 0.076% active;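 also: potency is read from the fitted curve at half-maximal effect; % is scaled to controls: 0 for no effect and ±100 for the full control effect; nearly all actives have a fitted effect of over 60% in size; hits raise eYFP signal because A3G escapes Vif-driven loss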
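HeLa cells stably expressing Vif and C-terminally eYFP-tagged A3G, seeded overnight at 37 deg C, then exposed to compound by pintool overnight at 37 deg C. Rise in yellow fluorescence (Ex 488/Em 500-530, Acumen) marks blocked Vif-driven A3G degradation.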
ALOX12 inh – blocks human arachidonate 12S-lipoxygenase. P18054. purified 12hLO, xylenol orange hydroperoxide absorbance. Potency, µM (top dose mostly 108 µM), for inactives: top-dose activity change, negative = inhibition, hits mostly inhibitors. 580,000 tested, 1.1% active; also: potency is read from the fitted curve at half-maximal effect; % is scaled to controls: 0 for no effect and ±100 for the full control effect
Target sequence (P18054 whole entry, looked up): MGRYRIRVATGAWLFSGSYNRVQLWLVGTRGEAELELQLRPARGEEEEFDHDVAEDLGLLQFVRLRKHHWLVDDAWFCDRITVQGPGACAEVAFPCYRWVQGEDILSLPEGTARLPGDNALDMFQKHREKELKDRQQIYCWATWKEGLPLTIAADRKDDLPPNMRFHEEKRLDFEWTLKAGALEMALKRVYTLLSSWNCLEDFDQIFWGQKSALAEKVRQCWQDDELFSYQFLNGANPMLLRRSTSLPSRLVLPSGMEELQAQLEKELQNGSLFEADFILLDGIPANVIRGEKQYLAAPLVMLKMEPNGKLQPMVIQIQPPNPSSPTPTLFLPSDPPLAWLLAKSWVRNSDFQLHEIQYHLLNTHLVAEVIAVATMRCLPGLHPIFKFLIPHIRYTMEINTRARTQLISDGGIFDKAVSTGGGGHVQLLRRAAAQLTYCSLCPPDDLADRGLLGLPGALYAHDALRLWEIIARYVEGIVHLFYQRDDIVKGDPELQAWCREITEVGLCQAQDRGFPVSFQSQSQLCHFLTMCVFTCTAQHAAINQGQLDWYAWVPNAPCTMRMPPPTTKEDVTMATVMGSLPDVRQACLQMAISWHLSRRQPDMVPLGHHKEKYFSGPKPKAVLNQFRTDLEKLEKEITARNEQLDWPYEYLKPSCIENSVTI
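Hydroperoxide product was detected by ferrous iron/xylenol orange as the 573 to 405 nm absorbance ratio. Arachidonic acid at 40 uM (final) was turned over for 30 min at room temperature by 150 nM human 12hLO, pH 7.0 Hepes buffer, after 15 min compound preincubation.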
LDHA inh – inhibitors of human lactate dehydrogenase A | P00338 | purified LDHA, NADH/diaphorase-resazurin fluorescence; stronger effect = lower value | activity change, % (values are at about 110 or 230 µM) | 480,000 tested, 0.15% active | AID 1347041; in the data active = activity change below about -30%; inconclusive = mostly about -25% to -30%;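 also: plate controls were DMSO wells for no effect and wells without enzyme for full effect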
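Human LDH5 at 2 nM final in Tris HCl pH 7.4 with 0.06 mM NADH and 0.2 mM pyruvate, reacted 5 minutes at room temperature. Remaining NADH coupled via diaphorase/resazurin; resorufin fluorescence read at 0 and 20 minutes, normalized to enzyme-free and DMSO wells.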
D2 antag – antagonizes the human D2 dopamine receptor | inhibition, % at 10 µM | 340,000 tested, 2% active | P14416 | AID 485344 | HEK293 TREx D2 cells, calcium flux, dopamine EC80; in the data active = inhibition above about 30%; also: 0% is about no effect
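Antagonism is scored as inhibition of an EC80 dopamine-evoked calcium signal in a force-coupled, tetracycline-inducible HEK293 T-REx D2 line, with compound present 180 s before agonist.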
Glioma ERSR ind – inducers of ER stress response in human glioma cells | 420,000 tested, 0.02% active | Potency, µM, inactives show at the top dose activation, usual class: activators | AID 602332 | U87-MG GRP78 promoter luciferase reporter, 16 h; also: potency is read from the fitted curve at half-maximal effect; series mostly up to about 76 µM; % of control where 0% means no effect; nearly all actives have a fitted effect of over 35% in size
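Stably transfected U87-MG glioma cells carrying a GRP78-based luciferase sensor; 16 h compound incubation. Luminescence end-point read 10 min after Bright-Glo addition at room temperature.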
* marks the source's active call; other numbers are inactive results; ? = inconclusive; . = no result given; [ ] = another dose, or the depositor's remark. Unless noted, calls follow the shape of the dose curve; as a rule, active = well fitted curve in the direction sought with a large enough effect; inconclusive = small, poorly fitted or top-dose-only effect, or another doubt; inactive = no such curve, though single readings can be large; an effect the other way counts as inactive or inconclusive. Only part of the results is shown; count on the stated rates, not on these rows.

SMILES	D2 agonist	RGS4 inh	Vif-APOBEC3F blk	ERG-DNA inh	Vif-APOBEC3G blk	ALOX12 inh	LDHA inh	D2 antag	Glioma ERSR ind
COc1ccc(S(=O)(=O)Nc2nc3c(s2)CCCC3)cc1	-0.3	-5%	7%	16%	-1%	1%	2	-6	3%
O=C(O)c1cnn(-c2ccccc2)c1-c1ccccc1	-0.1	-32%	-4%	2%	1%	0%	-1	4	-1%
S=C(NN=Cc1ccc2c(c1)OCO2)NN=Cc1ccc2c(c1)OCO2	.	-23%	1%	-5%	-4%	?	-2	.	9%
O=C(CNS(=O)(=O)c1ccccc1)NCC(=O)OCc1ccc(Cl)cc1	-0.4	15%	2%	4%	-6%	18%	-1	-13	-4%
Cc1ccc2c(c1)C(=O)OC(C(=O)Nc1ncc(Cc3ccccc3Cl)s1)C2 (stereo not drawn)	0.3	-5%	-2%	5%	1%	-6%	-16	.	1%
Cc1cc(C(=O)CSc2nc3ccccc3c(=O)[nH]2)c(C)n1CC1CCCO1 (stereo not drawn)	0.2	12%	2%	12%	2%	?	-11	-1	-4%
CCOC(=O)CCc1c(C)c(C#N)c2nc3ccccc3n2c1-n1ccnc1C	0.1	29%	-4%	-10%	-4%	-28%	0	-6	-3%
O=C(Cn1[nH]c(=O)c2ccccc2c1=O)Nc1ccc2c(c1)CCC2	-0.4	-30%	-2%	-6%	-1%	-6%	-5	-12	0%
Cc1ccccc1C1NC(c2ccccc2C)C(C)C(=O)C1C (stereo not drawn)	-1.8	-20%	7%	-8%	2%	5%	0	14	-4%
COc1ccccc1CNc1ncnc2onc(-c3ccc(Cl)cc3)c12	-0.4	-12%	-6%	7%	-6%	?	4	.	-2%
CCCCCCCNc1nc(Cl)nc(NCCO)n1	-0.9	-3%[11.4 µM]	-18%	-17%	4%	1%	0	15	-3%
CCOC(=O)C(CC)Sc1ncnc2c1nnn2-c1ccc(F)cc1 (stereo not drawn)	-0.2	11%	-4%	1%	-8%	19%	-9	-1	5%
CC(NC(=O)C1CCCCC1)C(c1cccs1)N1CCOCC1 (stereo not drawn)	-0.1	10%	4%	1%	0%	17%	-1	15	-3%
CCC(=O)Nc1ccc(NC(=O)c2ccccc2Cl)nc1	1.1	-8%	0%	-2%	1%	1%	-3	-4	2%
Nn1c(SCC(=O)N2CCN(S(=O)(=O)c3ccccc3)CC2)nnc1-c1cccs1	-2.2	-3%	-9%	-2%	7%	0%	-7	0	1%
COc1cccc(CNC(=O)Cc2c(C)c3c(cc(C)c4c(C)c(C)oc43)oc2=O)c1	-0.1	17%	-29%	-2%	2%	-19%	-5	.	-1%
CNC(=O)c1[nH]cnc1C(=O)Nc1ccccn1	0.1	10%	6%	0%	-2%	9%	-3	13	-3%
COc1ccc(Nc2nc(N3CCN(C)CC3)nc3ccccc23)c(OC)c1	-2.0	-15%	0%	12%	-3%	-15%	0	-11	3%
COC(=O)[C@H](Cc1ccccc1)NC(=O)NCc1cccs1	-0.7	-2%	-6%	-1%	-1%	25%	-2	-11	-1%
Nc1ccc(S(=O)(=O)NN=CC=Cc2ccccc2[N+](=O)[O-])cc1	.	-10%	2%	-3%	-3%	-6%	0	.	-3%
CSc1nc(N(C)C)c2ccccc2n1	-2.0	10%	7%	7%	-3%	7%	-5	-14	-10%
Cc1ccc(C)c(CSC2=NCCN2S(=O)(=O)c2ccccc2)c1	1.0	6%	-20%	-12%	-9%	0%	-1	-18	-4%
COc1ccc(S(=O)(=O)NCC2CCCN(Cc3cn(C)nc3C)C2)cc1 (stereo not drawn)	0.1	18%[11.4 µM]	3%	-5%	2%	11%	-2	0	1%
C=CCN=C1S/C(=C/c2cccc([N+](=O)[O-])c2)C(=O)N1CC=C	-1.6	-19%	-10%	-10%	-16%	?	-1	13	?
CN1OC[C@@H]2CN[C@H](c3ccc(-c4cccc(F)c4)cc3)C[C@@H]21	.	.	-14%	.	-2%	-19%	-7	.	-2%
O=C1N[C@H](Cc2ccccc2)COC(=O)[C@@H](Cc2ccc(F)cc2)CC/C=C/C[C@H]1CC(=O)N(CCO)Cc1ccccc1	.	-15%	-8%	5%	-15%	?	1	.	-4%
N/C(Cc1ccccc1)=N\OC(=O)c1cccc2ccccc12	37*	5%	-12%	-6%	-18%	21%	-4	-35	-3%
O=c1cc(-c2ccc(O)cc2)oc2c(C3O[C@H](CO)[C@@H](O)[C@H](O)[C@H]3O)c(O)cc(O)c12 (stereo partly drawn)	1.6	-3%	3%	10%	1%	?	-1	26	-2%
CCOc1ccccc1NC1c2ccccc2C(=O)N1c1cccnc1 (stereo not drawn)	-0.9	9%	-1%	4%	2%	?	-7	0	-4%
COc1ccc(OCc2nc3ccc(S(=O)(=O)Nc4ccccc4Cl)cc3[nH]2)cc1	0.0	3%	12%	-15%	-1%	4%	1	16	-6%
O=C(Nc1ccccc1)c1cccc(S(=O)(=O)Nc2ccccn2)c1	0.6	7%	0%	.	-3%	-4%	0	-10	-2%
COC(=O)c1ccc(/C=C/C(=O)O)cc1	-0.1	-8%	5%	-8%	0%	-11%	-6	-7	-1%
COC(=O)c1c(C)nc2ccccc2c1-c1ccccc1	-0.9	-18%	-22%	10%	-3%	0%	1	7	-1%
CC1(C)CC(=O)C=C(N2CCCC2)C1	-0.7	-20%	2%	.	-6%	15%	0	10	-4%
CCN(C(=O)COC(=O)CCOc1ccccc1C)c1c(N)n(Cc2ccccc2)c(=O)[nH]c1=O	.	15%	2%	-11%	-2%	-6%	-11	.	-4%
CC1=C(C(=O)Nc2cccc(C(=O)NC(C)c3ccccc3)c2)SCCO1 (stereo not drawn)	1.0	22%	-6%	-1%	0%	-15%	-14	4	-1%
COc1cc(/C=N/Nc2ccc(S(N)(=O)=O)cc2)cc(OC)c1OC	2.4	16%	-11%	2%	2%	-10%	-4	-6	8%
COc1ccc(C(=O)NCC(c2ccccc2)c2ccccc2)cc1S(=O)(=O)N1CCOCC1	.	-17%	0%	12%	1%	12%	1	.	-4%
CCN1C(=O)[C@@H]2[C@@H](c3ccc(-c4ccc(F)cc4)c(OC)c3)N3CCC[C@@]3(C(=O)OC)[C@@H]2C1=O	.	6%	1%	7%	-1%	-64%	-1	.	-1%
Cc1oc(-c2ccccc2F)nc1CSCC(=O)NC1CCC(C)CC1 (stereo not drawn)	.	19%[11.4 µM]	-6%	-4%	0%	-15%	-2	.	-6%

Given in CSV form: entries from further up
compound,D2 agonist,RGS4 inh,Vif-APOBEC3F blk,ERG-DNA inh,Vif-APOBEC3G blk,ALOX12 inh,LDHA inh,D2 antag,Glioma ERSR ind
O=c1cc(-c2ccc(O)cc2)oc2c(C3O[C@H](CO)[C@@H](O)[C@H](O)[C@H]3O)c(O)cc(O)c12 (stereo partly drawn),1.6,-3%,3%,10%,1%,?,-1,26,-2%
CCOc1ccccc1NC1c2ccccc2C(=O)N1c1cccnc1 (stereo not drawn),-0.9,9%,-1%,4%,2%,?,-7,0,-4%

New compounds follow.
SMILES	D2 agonist	RGS4 inh	Vif-APOBEC3F blk	ERG-DNA inh	Vif-APOBEC3G blk	ALOX12 inh	LDHA inh	D2 antag	Glioma ERSR ind
Cc1ccccc1NC(=O)Nc1ccc2c(c1)CCC2	0.6	10%	1%	9%	-9%	-13%	0	5	4%
CCOc1ccc(Oc2ccc(NS(=O)(=O)c3ccc(CCC(=O)O)cc3)cc2)cc1	.	.	-9%	.	2%	12%	-3	.	-1%
NC(=O)[C@H](Cc1cc2ccccc2s1)NC(=O)[C@@H]1CC2(CC(c3cccc(NC(=O)[C@@H]4CCC(=O)N4)c3)=NO2)CN1C(=O)/C=C/c1c(F)cccc1Cl (stereo partly drawn)	-1.2	?	-4%	5%	-3%	.	-2	-9	-5%
CCc1ccccc1-n1c(SCC(=O)NC)nnc1-c1cccnc1	0.5	18%	6%	-3%	-10%	-1%	-4	11	0%
CCOC(=O)N1CCc2c(sc3c2c(=O)n(-c2ccc(CC)cc2)c(=O)n3Cc2cccc(Cl)c2)C1	0.2	5%	-7%	-5%	-6%	0%	5	.	-3%
CC(C)S(=O)(=O)c1oc(-c2ccc(F)cc2)nc1S(=O)(=O)c1ccc(F)cc1	6.9	-17%	7%	-1%	?	-23%	4	.	-11%

Record cards, from the list above. Values in the order: D2 agonist	RGS4 inh	Vif-APOBEC3F blk	ERG-DNA inh	Vif-APOBEC3G blk	ALOX12 inh	LDHA inh	D2 antag	Glioma ERSR ind
Listed for CC(C)S(=O)(=O)c1oc(-c2ccc(F)cc2)nc1S(=O)(=O)c1ccc(F)cc1 → 6.9	-17%	7%	-1%	?	-23%	4	.	-11%
Listed for CCOC(=O)N1CCc2c(sc3c2c(=O)n(-c2ccc(CC)cc2)c(=O)n3Cc2cccc(Cl)c2)C1 → 0.2	5%	-7%	-5%	-6%	0%	5	.	-3%
Listed for CCOc1ccc(Oc2ccc(NS(=O)(=O)c3ccc(CCC(=O)O)cc3)cc2)cc1 → .	.	-9%	.	2%	12%	-3	.	-1%
Listed for Cc1ccccc1NC(=O)Nc1ccc2c(c1)CCC2 → 0.6	10%	1%	9%	-9%	-13%	0	5	4%
Listed for CCc1ccccc1-n1c(SCC(=O)NC)nnc1-c1cccnc1 → 0.5	18%	6%	-3%	-10%	-1%	-4	11	0%

Screening data deposited in PubChem by National Center for Advancing Translational Sciences (NCATS).
